High-throughput results as filed in PubChem.
TDP1 inh: inhibitors of human tyrosyl-DNA phosphodiesterase TDP1. Q9NUW8. hit rate 0.28% among 350,000. recombinant TDP1, AlphaScreen DNA substrate cleavage. Potency, µM (titrated, usually from 130 µM), for inactives: at the top dose activity change, negative = inhibition, usual class: inhibitors; also: nearly all actives have a fitted effect of over 40% in size
Target sequence (Q9NUW8 whole entry, looked up): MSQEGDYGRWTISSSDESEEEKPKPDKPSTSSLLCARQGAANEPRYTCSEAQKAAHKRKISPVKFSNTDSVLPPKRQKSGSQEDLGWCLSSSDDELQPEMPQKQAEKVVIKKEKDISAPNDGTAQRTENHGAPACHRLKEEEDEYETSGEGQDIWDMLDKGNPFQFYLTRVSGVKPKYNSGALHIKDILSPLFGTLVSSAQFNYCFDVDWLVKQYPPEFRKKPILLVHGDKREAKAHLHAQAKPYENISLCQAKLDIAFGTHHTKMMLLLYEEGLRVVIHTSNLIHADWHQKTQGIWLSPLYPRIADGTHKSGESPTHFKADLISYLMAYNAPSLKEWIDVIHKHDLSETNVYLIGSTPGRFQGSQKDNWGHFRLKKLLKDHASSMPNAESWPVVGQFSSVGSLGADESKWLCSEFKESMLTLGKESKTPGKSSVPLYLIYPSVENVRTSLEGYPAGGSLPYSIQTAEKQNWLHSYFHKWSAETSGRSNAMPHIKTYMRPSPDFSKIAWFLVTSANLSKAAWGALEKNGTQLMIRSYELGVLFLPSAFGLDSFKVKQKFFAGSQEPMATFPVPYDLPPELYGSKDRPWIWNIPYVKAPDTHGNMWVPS
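Recombinant E. coli-expressed Tdp1 (1 nM) preincubated with compound 15 min at RT, then 5'-biotin/3'-phosphotyrosine-FITC DNA substrate (15 nM) added for 5 min. AlphaScreen beads (10 ug/ml) added, 10 min RT; tyrosine-FITC cleavage read as signal loss.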
DT40 TDP1 no CPT: qHTS for Inhibitors of human tyrosyl-DNA phosphodiesterase 1 (TDP1): qHTS in cells in absence of CPT | hit rate 15% among 420,000 | Potency, µM (titrated, usually from 46.2 µM), for the others: top-dose activity change, negative = growth inhibition, usual class: inhibitors | DT40 Tdp1-/- hTDP1 cells, no CPT, ATP luminescence, 48 h; also: nearly all actives have a fitted effect of over 55% in size
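A cellular qHTS used chicken DT40 cells lacking endogenous Tdp1 but carrying stably transfected human TDP1. Compounds were applied without camptothecin, and cell growth kinetics were judged by ATP-dependent luminescence after ≥48 hr.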
TDP1 cell CPT: growth inhibition of DT40 Tdp1-/-;hTDP1 cells with camptothecin (screen for TDP1 inhibitors); chicken DT40 Tdp1-/-;hTDP1 cells + 20 nM CPT, ATP luminescence, 48 h; Potency, µM (top dose mostly 46.2 µM), without a hit: at the top dose activity change, negative = growth inhibition, most hits filed as inhibitors; hit rate 12% among 420,000; also: nearly all actives have a fitted effect of over 55% in size
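Chicken DT40 Tdp1-/- cells stably complemented with human TDP1 were seeded at 400 cells/well in medium containing 20 nM camptothecin, exposed to pin-transferred compounds, and grown at 37 °C for at least 48 hr. Viability was read as ATP luminescence.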
The depositor's hits bear a star; ? = inconclusive; . = not tested or not shown; [ ] = dose if it differs, or a comment. Calls follow the shape of the dose curve; as a rule, active = well fitted curve in the direction sought with a large enough effect; inconclusive = small, poorly fitted or top-dose-only effect, or another doubt; inactive = no such curve, though single readings can be large; an effect the other way counts as inactive or inconclusive. % is scaled to controls: 0 for no effect and ±100 for the full control effect; potency is read from the fitted curve at half-maximal effect.

SMILES | TDP1 inh | DT40 TDP1 no CPT | TDP1 cell CPT
CC1CCN(CCOc2ccc(OCc3ccccc3)cc2)CC1 | -1% | ? | ?
CC(=O)Nc1ccc(C(=O)CSc2nc3ccccc3n2CC(=O)N2CCCC2)cc1 | -2% | -19% | -15%
COc1cc(Cn2c3ccc(NC(=S)NCc4ccc(C)cc4)cc3c(=O)n2C)ccc1F | . | 21µM* | ?
COc1cc(NC(=O)C/C(C)=N/NC(=O)c2ccccn2)c(OC)cc1Cl | 11% | -4% | 5%
Cc1oc(-c2cc(F)ccc2F)nc1CN1CCN(c2cnccn2)CC1 | 7% | -26% | -12%
CCOC(=O)c1cc(-c2ccc(OC)cc2)n(CCC(=O)Nc2nc3ccc(OCC)cc3s2)c1C | 0% | 9.2µM* | 16µM*
Cc1ccc(/C=N/NC(=O)CSc2nc3ccccc3c(=O)n2-c2ccccc2)s1 | 0% | -25% | 12%
Cc1cc(C)n(-c2c(F)c(F)c(CN3CCOCC3)c(F)c2F)n1 | 3% | -3% | -1%
CCc1ccccc1NC(=O)c1cnccn1 | -4%[56.1 µM] | -18% | 1%
CCSC(=O)N(CC)CC(=O)Nc1c(CC)cccc1CC | 5% | -23% | ?
COCCNC(=O)c1ccc2c(c1)ncn2-c1cc(C)ccc1OC | 3% | -12% | -25%
COc1cccc(CNC(=O)c2ccc(C3SCCS3)cc2)c1 | 5% | ? | ?
CSc1sc(C(=O)OC(C)C)c2c1C(=O)CC(C)(C)C2 | 3% | -19% | -16%
Cc1cccc(N=N/C(=C\O)C(=O)c2ccc(Br)cc2)c1 | 6% | ? | 8.2µM*
O=C(CSc1c2c(nc3ccc(Cl)cc13)CCCC2)NCCCN1CCOCC1 | -5% | ? | ?
COc1cccc(N2CCN(c3ncnc4onc(-c5ccc(Cl)cc5)c34)CC2)c1 | 4% | 16µM* | ?
CN1/C(=C\C(=S)NC(=O)c2cccc(Br)c2)C(C)(C)c2ccccc21 | 11% | 5.2µM* | 9.2µM*
CCOC(=O)Nc1c(C)n(C)n(-c2ccccc2)c1=O | 2% | -1% | 6%
Cc1ccc(-c2nn3c(C)nnc3s2)cc1NC(=O)c1ccco1 | . | -13% | 13%
C(=N\Nc1nc2ccccc2[nH]1)/c1cccc2nccnc12 | 8% | 4.1µM* | 2.9µM*
COC(=O)[C@@]12C[C@@H](CC(=O)NCc3ccc(OC)c(OC)c3)C(=O)N(Cc3ccccc3)C1=CCC(C)(C)C2 | . | ? | 18µM*
Cc1cc(C)n2cc(COc3ccc4ccccc4c3)nc2n1 | -1% | -26% | ?
CC1(C)Cc2c(sc3nc(-c4cc5ccccc5o4)n(N)c(=O)c23)CO1 | 2% | 21µM* | ?
COc1ccc(/C=C/C(=O)c2c(O)cc(C)oc2=O)c(OC)c1 | 4% | ? | ?
O=C(Nc1ccc(NC(=O)C2CCCCC2)nc1)c1cccc(F)c1 | 8% | ? | ?

Complete entries as entered above.
O=C(CSc1c2c(nc3ccc(Cl)cc13)CCCC2)NCCCN1CCOCC1 is listed with TDP1 inh: -5%; DT40 TDP1 no CPT: ?; TDP1 cell CPT: ?
Cc1oc(-c2cc(F)ccc2F)nc1CN1CCN(c2cnccn2)CC1 is listed with TDP1 inh: 7%; DT40 TDP1 no CPT: -26%; TDP1 cell CPT: -12%
Cc1cccc(N=N/C(=C\O)C(=O)c2ccc(Br)cc2)c1 is listed with TDP1 inh: 6%; DT40 TDP1 no CPT: ?; TDP1 cell CPT: 8.2µM*

(more compounds)
SMILES | TDP1 inh | DT40 TDP1 no CPT | TDP1 cell CPT
CC(=O)c1cccc(NC(=O)C(C)OC(=O)c2ccc(S(C)(=O)=O)c([N+](=O)[O-])c2)c1 (stereo not given) | -2% | 3.2µM* | 2.2µM*
CC(C)C[C@H]1CN(CCCC[C@H]2CNC(=O)C(=O)N2CCc2ccccc2)C(=O)C(=O)N1CC1CCCCC1 | . | ? | ?
COc1cc(-c2cc3n(C)c(C)c(CCC(=O)Nc4ccc(F)cc4)c(=O)n3n2)cc(OC)c1OC | 5% | -24% | -3%
Cc1cnc(-n2ncc(C(=O)N(C)CC3COCCO3)c2C2CC2)nc1-c1cccs1 (stereo not given) | . | -7% | -15%[9.04 µM]
COc1ccc2oc(C)c(C(=O)NN)c2c1 | 0% | -2% | 0%
COc1ccc(CCNC(=O)C(=O)NCC2OCCN2S(=O)(=O)c2ccc3c(c2)OCCO3)cc1OC (stereo not given) | 3% | ? | ?
CC(C)CCNC1=CC(=O)CC(c2ccccc2)C1 (stereo not given) | 1% | ? | ?
COc1ccccc1-n1cccc1C=O | -5% | 2% | 0%
COc1ccc(-c2nc3ncccc3o2)cc1NC(=O)c1ccco1 | . | ? | ?
CCCc1cc(=O)n2[nH]c(NC(=O)c3ccccc3Cl)nc2n1 | 0% | -7% | -14%
CC(C)c1nnc(NC(=O)C2CCCN2C(=O)Nc2ccccc2)s1 (stereo not given) | 8% | 7% | 6%
O=C(Cc1ccc(-n2cccc2)cc1)NC1CCCCC1 | 3% | ? | 7%
CN(C)CCNC(=O)c1ccccc1 | 0% | -10% | -13%
NC(=O)c1nc(Nc2ccccc2)sc1NC(=O)c1c(F)cccc1F | -3% | ? | ?
COc1cc2c(c(OC)c1OC)-c1ccc(OC)c(=O)cc1C(NC(=O)c1ccccc1)CC2 (stereo not given) | . | 0.018µM* | 0.0092µM*
CCCN(C(=O)CCOc1ccc(C(C)(C)C)cc1)c1c(N)n(Cc2ccccc2)c(=O)[nH]c1=O | . | ? | ?
COc1ccc(NC(=O)CN(C)C(=O)CCCc2nc3ccccc3c(=O)[nH]2)cc1 | 4% | -1% | -14%
COCc1[nH]c(=S)c(C#N)cc1C(=O)OC | . | ? | ?
CC1=CC(C)(C)N2C(=O)C3(SCC(=O)N3c3ccc(F)cc3)c3cc(C)cc1c32 (stereo not given) | 8% | 10µM* | 29µM*
O=S(=O)(NCCS(=O)(=O)N1CCN(c2ccc(F)cc2)CC1)c1ccccc1 | . | ? | ?
Cc1cccc(N2CC(C(=O)Nc3ccc4c(c3)OCCO4)CC2=O)c1C (stereo not given) | 0% | -20% | -13%
CCOC(=O)C1CCCN(C/C=C/c2ccccc2[N+](=O)[O-])C1 (stereo not given) | -3% | -11% | -7%
N#Cc1cn(Cc2ccccc2)c(=O)[nH]c1=O | 2% | -14% | 2%
COc1ccc(Cl)cc1N=Cc1c(O)c2ccccc2oc1=O | 1% | ? | 16µM*
CC(=O)OC1CC[C@@]2(C)C3CC[C@@]4(C)C(CC5O[C@@]6(CCC(C)CO6)C(C)C54)C3CC[C@@H]2C1 (stereo not given in full) | 9% | -14% | -7%
(list continues)
SMILES | TDP1 inh | DT40 TDP1 no CPT | TDP1 cell CPT
O=C(Cn1cc(SCc2ccc(F)cc2)c2ccccc21)N1CCCCCC1 | -5% | ? | ?
Cc1nn2c(=O)cc(COC(=O)c3cccs3)nc2s1 | 5% | -1% | ?
CCOc1ccccc1NC(=O)Cn1cc(C(=O)c2cccc(OC)c2)c(=O)c2ccc(C)nc21 | 5% | ? | ?
COCCn1c(COc2ccc(OC)cc2)nc2ccccc21 | 12% | ? | ?
O=C(Nc1ccc(N2CCN(C(=O)c3ccco3)CC2)c(Cl)c1)c1cccnc1 | 0% | ? | ?
Brc1ccccc1-n1nnc(-c2cccnc2)n1 | 5% | -13% | -2%
COCCn1cc(C(=O)N2CCCC(C)C2)c2c3ccccc3n(C)c2c1=O (stereo not given) | 2% | -9% | -21%
O=C(Nc1cccc(O)c1)c1ccc2c(c1)C(=O)N(Cc1ccco1)C2=O | -12% | -28% | -5%
O=C(O)CCCNC(=O)Nc1ccccc1 | 4% | 0% | -4%
Cc1ccc(-n2cc(-c3ccccc3)nc2S(=O)(=O)CC(=O)Nc2ccc(F)cc2)cc1 | 6% | ? | 23µM*
COCC(=O)OCC(=O)Nc1cc([N+](=O)[O-])ccc1Cl | 6% | -2% | 7%
COc1ccc(-c2nc(Cn3c(=O)cc(C)c4c(C)nn(-c5ccccc5)c43)c(C)o2)c(OC)c1 | 5% | 21µM* | ?
O=C(COC(=O)c1ccco1)Nc1ccc(N2CCOCC2)cc1 | 0% | -14% | -5%
CC(/C=N\NC(=O)Cn1c(C)nc2ccccc21)=C\c1ccccc1 | -10% | 8.2µM* | 8.2µM*
COC(=O)/C=C1/C(=O)N/C(=N\c2nc(C)cc(C)n2)N1c1ccc(OC)cc1 | 3% | 1% | 21%
COc1ccc(Cn2cc(CN3CC(N4CC=CC4)CS3(=O)=O)nn2)cc1 (stereo not given) | . | -12% | -4%
C[C@H](CO)N1C[C@H](C)[C@@H](CN(C)C(=O)Nc2ccccc2)Oc2ccc(NC(=O)NC3CCCCC3)cc2C1=O | 0% | 3% | ?
CN(C)CCCNc1nc(-c2ccccc2)nc2ccccc12 | 4% | -15% | 27%
O=C(CNS(=O)(=O)c1ccccc1)N1CCN(Cc2ccccc2)CC1 | 2% | 7% | 13%
O=C(CCCc1ccccc1)c1ccc2c(c1)OCCO2 | ? | -20% | -17%
Fc1cccc(-c2oncc2-c2nnnn2-c2ccc(Cl)cc2)c1 | 0% | -5% | -3%
COc1cc(OC)cc(OCC(O)Cn2ccnc2)c1 (stereo not given) | 8% | -4% | 7%
COc1ccc(OCC(=O)NCC(c2cccs2)N2CCOCC2)cc1 (stereo not given) | -9% | 1% | 1%
CC(C)NC(=S)NC(=O)/C=C/c1ccc(F)cc1 | 5% | 15µM* | 21µM*
COc1ccccc1NC(=O)c1ccccc1Nc1ccccc1 | . | ? | ?

Reprinted at random: 3 entries already listed.
SMILES | TDP1 inh | DT40 TDP1 no CPT | TDP1 cell CPT
COC(=O)/C=C1/C(=O)N/C(=N\c2nc(C)cc(C)n2)N1c1ccc(OC)cc1 | 3% | 1% | 21%
COc1ccc(Cn2cc(CN3CC(N4CC=CC4)CS3(=O)=O)nn2)cc1 (stereo not given) | . | -12% | -4%
Brc1ccccc1-n1nnc(-c2cccnc2)n1 | 5% | -13% | -2%

Additional entries.
SMILES | TDP1 inh | DT40 TDP1 no CPT | TDP1 cell CPT
CCOc1ccccc1NC(=O)C(C)n1nnc2sc3c(c2c1=O)CCCC3 (stereo not given) | 5% | 15µM* | ?
C=CC[C@@H](CC(=O)N[C@@H](CO)Cc1ccccc1)C(=O)N[C@H](COC(=O)[C@@H](CC=C)Cc1ccc(F)cc1)Cc1c[nH]c2ccccc12 | 2% | ? | ?
COc1ccccc1CNC(=O)CCCNC(=O)c1ccc(Cl)cc1 | 3% | -29% | 2%
Cc1ccc(C)n1-c1nnc(N2CCCC(C(=O)NCc3ccc(F)cc3)C2)s1 (stereo not given) | 3% | 8.2µM* | 18µM*
O=C(CSc1nnc(-c2ccccn2)n1Cc1ccco1)c1ccccc1 | 3% | ? | ?
Cn1ccsc1=NC(=O)c1ccc(OC(F)(F)F)cc1 | . | -28% | 8%
CCOc1ccc(C(=O)Nc2ccc3nc(SCc4ccccc4)sc3c2)cc1 | -2% | 8.2µM* | 12µM*
C[C@@H](CO)NC(=O)c1[nH]cnc1C(=O)Nc1cccc(Cl)c1 | . | ? | 2%
O=C(CSc1nc2c(c(=O)n1-c1ccc(Cl)cc1)SCC2)N1CCOCC1 | 1% | -39% | ?
CCCCn1c(SCC(=O)N2CCC(C(=O)OCC)CC2)nc2cc(S(N)(=O)=O)ccc21 | 7% | -11% | -9%
COC(=O)Nc1nc(-c2ccccc2)c(C(=O)c2ccccc2)s1 | 7% | 0.65µM* | 0.82µM*
CO[C@H]1[C@H](NC(=O)c2ccco2)c2ccccc2C12CCN(Cc1cccn1-c1ccccn1)CC2 | . | -4% | 11%[9.04 µM]
CCSc1nnc(NC(=O)CN2C(=O)C3CC=CCC3C2=O)s1 (stereo not given) | 3% | 7% | 0%
COc1cc(OC)c2cc(C(=O)N[C@H](C(=O)N3CCC[C@H]3C(=O)O)C(C)C)n(C)c2c1 | . | -1% | 9%
C=C(C)C(=O)Nc1cccc(C2=NOC3(C2)C[C@H](C(N)=O)N(C(=O)COc2ccc(Cl)cc2)C3)c1 (stereo not given in full) | 11µM* | -7% | -1%
CSc1nc(N(CCO)CCO)c2sc3nc(-c4ccco4)c4c(c3c2n1)CCC4 | 1% | 12µM* | 16µM*
CC(=O)Nc1c(F)cc(Br)cc1F | -5% | -19% | -7%
C/C(=N/NC(=O)c1ccc(C)s1)c1cccnc1 | 4%[56.1 µM] | 16% | -21%
CC1(NC(=O)C23CC4CC(CC(C4)C2)C3)CCS(=O)(=O)C1 (stereo not given) | 5% | -3% | -2%
CCOc1ccc(C(=O)OC2CCCN(C)C2)cc1 (stereo not given) | 4% | 2% | -3%
COc1ccc(C(=O)Cn2c(=O)c(-c3cc(C)ccc3NC(C)=O)nc3ccccc32)cc1 | 3% | -16% | -8%
